Bioassay records from PubChem.
HDAC3 inhib: HDAC3 deacetylase inhibitors, primary screen, biochemical, fluorescence, cell-free homogeneous. Histone deacetylase 3 (Homo sapiens), O15379. recombinant HDAC3, fluorogenic peptide/trypsin coupled. inhibition, % at 8.3 µM. actives 0.15% (n = 320,000); in the data active means inhibition above about 26%, passing the limit was not always enough; inconclusive means no clear call, values can overlap the other calls
Target sequence (O15379 whole entry, looked up): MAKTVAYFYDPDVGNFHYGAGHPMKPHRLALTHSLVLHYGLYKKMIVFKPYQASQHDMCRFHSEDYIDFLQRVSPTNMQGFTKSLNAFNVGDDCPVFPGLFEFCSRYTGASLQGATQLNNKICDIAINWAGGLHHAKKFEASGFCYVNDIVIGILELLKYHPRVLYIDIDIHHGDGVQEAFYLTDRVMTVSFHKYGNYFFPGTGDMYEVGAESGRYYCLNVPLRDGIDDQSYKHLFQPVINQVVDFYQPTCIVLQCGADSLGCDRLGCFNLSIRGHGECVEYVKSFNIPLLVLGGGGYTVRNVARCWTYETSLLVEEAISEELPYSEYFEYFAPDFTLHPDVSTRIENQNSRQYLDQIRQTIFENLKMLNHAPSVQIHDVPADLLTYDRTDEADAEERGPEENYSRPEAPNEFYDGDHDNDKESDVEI
Starred values were filed as active, the others as inactive; ? = inconclusive.

SMILES | HDAC3 inhib
COC(=O)c1c(NC(=O)CN2C(=O)NC3(CCC(C)CC3)C2=O)sc2c1CCC2 (stereo not drawn) | -3.4
CN(Cc1ccco1)c1ncnc2ccc(-c3ccoc3)cc12 | 3.6
COc1ccc(C(=O)NCc2ccncc2)cc1S(=O)(=O)NCc1ccc(Cl)cc1 | 5.3
CCn1c(SCC(=O)NCC2CCCO2)nc2ccccc21 (stereo not drawn) | 1.4
C=CCNc1nc(C(=O)OCC(=O)N(Cc2ccccc2)C(C)C)cs1 | 5.2
CCN(C(=O)CSc1nccc(=O)[nH]1)c1cccc2ccccc12 | -6.7
CN1CCc2cc(O)c(O)cc2C(c2ccccc2)C1 (stereo not drawn) | -0.5
CN(CC(=O)Nc1ccc(Cl)c(C(F)(F)F)c1)C(=O)CNC(=O)C1CCCCC1 | 5.5
CC(=O)c1cc(F)ccc1OCC(=O)Nc1ccc2c(c1)OCO2 | -12.6
COc1ccc2oc(C(=O)OCC(=O)NCCc3ccc(S(N)(=O)=O)cc3)c(C)c2c1 | -31.8

Given as labelled records: entries from further up
structure: CN(Cc1ccco1)c1ncnc2ccc(-c3ccoc3)cc12
- HDAC3 inhib = 3.6

structure: COc1ccc(C(=O)NCc2ccncc2)cc1S(=O)(=O)NCc1ccc(Cl)cc1
- HDAC3 inhib = 5.3

structure: CCn1c(SCC(=O)NCC2CCCO2)nc2ccccc21 (stereo not drawn)
- HDAC3 inhib = 1.4

structure: C=CCNc1nc(C(=O)OCC(=O)N(Cc2ccccc2)C(C)C)cs1
- HDAC3 inhib = 5.2

(listing goes on)
SMILES | HDAC3 inhib
O=C(C[C@H]1C/C=C\C[C@H](Cc2ccc(F)cc2)C(=O)O[C@@H](c2ccccc2)CNC1=O)NCCO | 1.1
Cc1c(NC(=O)[C@@H](NC(=O)c2ccc(Cl)c([N+](=O)[O-])c2)C(C)C)c(=O)n(-c2ccccc2)n1C | 0.0
C[C@]12c3[nH]c4ccccc4c3CCN1C(=O)C(CC(=O)NCCCn1ccnc1)C[C@@H]2C(=O)N1CCCCC1 (stereo partly drawn) | 1.7
Cn1nnnc1Sc1ncnc2scc(-c3ccc(Br)cc3)c12 | 0.7
CC(C)(C)OC(=O)C[C@@H]1C/C=C\C[C@H](CC(=O)N(CCO)Cc2ccccc2)C(=O)NC[C@H](c2ccccc2)OC1=O | -3.3
O=C(CNC(=O)OCc1ccccc1)Nc1ccc(F)cc1 | -0.8
CC(=O)c1ccccc1-c1csc2ncnc(Sc3nnnn3C)c12 | 1.7
CS(=O)(=O)N(CC(=O)O)c1cc(C(F)(F)F)ccc1Cl | 2.4
COc1cc(OC)cc(C(=O)NCC(=O)N2CCN(Cc3ccccc3)CC2)c1 | 1.5
COc1ccccc1C(=O)NCC(=O)OC(C)C(=O)N(C)C1CCCCC1 (stereo not drawn) | 0.3
O=C(CN1C(=O)NC2(CCOc3ccccc32)C1=O)NCc1ccc(F)cc1 (stereo not drawn) | 1.7
CCCn1c(SCC(=O)Nc2cc(Cl)ccc2OC)nc(O)cc1=O | 0.8
CC(C)C(NC(=O)Cc1ccccc1)C(=O)N1CCN(c2cccc(Cl)c2)CC1 (stereo not drawn) | 4.3
CC(C)OCc1ccc(C(=O)N2CCN(CC(=O)N3CCCC3)CC2)cc1 | 8.6
COc1ccc(Cl)cc1NC(=O)CN(C)C(=O)C1CC1 | 1.7
COc1ccc(OCCCC(=O)OCC(=O)Nc2nnc(-c3ccccc3)o2)cc1 | -4.0
CCC(CO)Oc1cc(NCc2cccc(C(F)(F)F)c2)c2ncn(C(C)C)c2c1 (stereo not drawn) | 18.4
CC1CCC2(CC1)NC(=O)N(CC(=O)NCCc1c[nH]c3ccccc13)C2=O (stereo not drawn) | 4.3
Cc1ccc(S(=O)(=O)NCCC(=O)OCC(=O)Nc2cccc(Cl)c2)cc1 | 8.6
CNS(=O)(=O)c1ccc(C(=O)NCC(=O)NC(C)c2cccs2)cc1 (stereo not drawn) | 4.1
NC(=O)c1ccc(NC(=O)COC(=O)C2COc3ccccc3O2)cc1 (stereo not drawn) | 0.7
O=C(CN1c2cccc3cccc(c23)S1(=O)=O)Nc1ccccc1Br | 1.5
COc1ccc(C(CNC(=O)COc2ccc(F)cc2Cl)N2CCCCC2)cc1 (stereo not drawn) | -1.2
C[C@H]1CN([C@@H](C)CO)C(=O)c2cccc(NS(=O)(=O)c3cn(C)cn3)c2O[C@H]1CN(C)S(C)(=O)=O | 3.9
Cc1cc(C(=O)Cn2cnc3cc(F)ccc3c2=O)c(C)n1C1CC1 | 1.2
NC(=O)C1CCN(c2nc(-c3ccccc3-c3ccccc3)cs2)CC1 | -12.3
Cc1cc(C(=O)COC(=O)c2ccccc2O)c(C)n1CC1CCCO1 (stereo not drawn) | -8.6
Cc1c(C(=O)N2CCN(S(=O)(=O)c3ccccc3F)CC2)oc2c(Cl)cccc12 | 5.9
C=CC(=O)Nc1ccc(CN2C(=O)N(c3c(Cl)c(OC)cc(OC)c3Cl)Cc3cnc(NCCCCN(CC)CC)nc32)cc1 | 2.1
CC1=C(C(=O)O)N2C(=O)C(NC(=O)c3ccc(F)cc3)C2SC1 (stereo not drawn) | 4.6
Cc1cccc(NC(=O)CNC(=O)COC(=O)c2ccc(C(C)(C)C)cc2)c1C | -3.1
Cc1ccc2nc(COC(=O)c3ccc(Cl)nc3)cc(=O)n2c1 | -6.5
O=C(C1CC(=O)N(c2ccccc2F)C1)N1CCOCC1 (stereo not drawn) | -9.5
NS(=O)(=O)c1ccc(CCNC(=O)CN2C(=O)NC(c3ccccc3)(c3ccccc3)C2=O)cc1 | -1.8
CC1CCCN(C(=O)CN2C(=O)c3ccccc3S2(=O)=O)C1 (stereo not drawn) | 0.3
CCN(CC(=O)NCc1ccc(F)cc1)C(=O)COc1ccccc1[N+](=O)[O-] | -7.8
COc1ccc(C(=O)NNC(=O)c2ccc(F)c(S(=O)(=O)N3CCOCC3)c2)cc1 | -4.1
O=[N+]([O-])c1ccccc1S(=O)(=O)Nc1cccc(S(=O)(=O)N2CCCC2)c1 | 1.4
COc1ccc(Cl)cc1NC(=O)CN(C)C(=O)CN1C(=O)NC(C)(C)C1=O | 0.5
COc1ccc(C(C)=NNc2ccc([N+](=O)[O-])cc2S(=O)(=O)Nc2ccccc2C(=O)O)c(OC)c1 | 14.2
O=C(Nc1cc(S(=O)(=O)N2CCOCC2)ccc1N1CCOCC1)c1cccs1 | -7.7
COc1cccc(C#Cc2c(C=O)n(C)c3ccccc23)c1 | 5.6
CCN(C(=O)CSc1nc(N)cc(=O)[nH]1)C1CCS(=O)(=O)C1 (stereo not drawn) | -0.3
Nc1c(N(CCC2=CCCCC2)C(=O)Cc2ccccc2F)c(=O)[nH]c(=O)n1Cc1ccccc1 | 0.7
Cc1cn([C@H](C(=O)NCCCCCCCCCCC(=O)N2CCNCC2)[C@@H](C)O)nn1 | -6.0
CCCC(C(=O)NNC(=O)c1cc(C)oc1C)c1ccccc1 (stereo not drawn) | 2.7
CC1CC(C)CN(C(=O)CN2C(=O)NC3(CCCCCCC3)C2=O)C1 (stereo not drawn) | -3.8
COc1ccccc1CNC(=O)CN1C(=O)NC2(CCOc3ccccc32)C1=O (stereo not drawn) | 6.6
CCN(C(=O)CN1CCCCCC1)c1c(N)n(Cc2ccccc2)c(=O)[nH]c1=O | 4.1
O=C(CSc1ncnc2ccccc12)NC1CCS(=O)(=O)C1 (stereo not drawn) | -1.0

Reprinted at random: 2 records from the list.
SMILES | HDAC3 inhib
CCN(C(=O)CN1CCCCCC1)c1c(N)n(Cc2ccccc2)c(=O)[nH]c1=O | 4.1
COc1ccccc1CNC(=O)CN1C(=O)NC2(CCOc3ccccc32)C1=O (stereo not drawn) | 6.6

Remaining list, next part.
SMILES | HDAC3 inhib
CN(C)S(=O)(=O)c1ccc2nnn(OCC(=O)NC3CCS(=O)(=O)C3)c2c1 (stereo not drawn) | -3.1
O=C1CCC/C=C/C[C@@H](CC(=O)N(CCO)Cc2ccccc2)C(=O)NC[C@@H](c2ccccc2)O1 | 1.2
C#CCOCCOCCOCCNc1nc(N2CCN(C(=O)CCCCCCCCCCNC(=O)[C@H](CCCCN)n3cc(C)nn3)CC2)nc(N2CCN(C(=O)CCCCCCCCCCNC(=O)[C@H](CCCN=C(N)N)n3cc(C[C@@H](C)CC)nn3)CC2)n1 | 16.4
OCC[C@H]1C[C@H](O)[C@@H](O)[C@]2(CCCc3ccccc3O2)O1 | -1.4
N#CC1(NC(=O)Cn2cc(C(F)(F)F)ccc2=O)CCCC1 | 0.0
CC(OC(=O)c1ccc2c(c1)NC(=O)CS2)C(=O)c1ccc(F)cc1 (stereo not drawn) | 5.6
CC1(C2CC2)NC(=O)N(CC(=O)N2CCN(S(=O)(=O)c3ccc(F)c(F)c3)CC2)C1=O (stereo not drawn) | -0.2
CC(Sc1nnc2n1CCCCC2)C(=O)Nc1ccccc1[N+](=O)[O-] (stereo not drawn) | -0.5
O=S(=O)(NCCOc1ccccc1F)c1ccc(Cl)cc1F | 4.6
Cc1cc(NC(=O)COc2ccc3ccccc3c2Br)no1 | -13.1

(next part)
| Molecule | HDAC3 inhib |
| --- | --- |
| CCOC(=O)C1=C(COC(=O)CCC(=O)c2ccc(C)cc2)NC(=O)NC1C (stereo not drawn) | 4.7 |
| COc1ccc(S(=O)(=O)Nc2ccc(-n3cnnn3)cc2)cc1[N+](=O)[O-] | 5.8 |
| COc1ccc(/C=C/C(=O)OCC(=O)NCc2ccccc2Cl)cc1OC | 7.3 |
| CCC(=O)c1ccc(OCC(=O)Nc2nc(C)cs2)cc1 | 0.2 |
| O=C(COC(=O)c1ccc(F)cc1Cl)NC(=O)NC1CCCC1 | 10.1 |
| CCCN(Cc1nc2cc(Cl)ccc2c(=O)[nH]1)C(=O)c1ccc(S(=O)(=O)N2CCCC2)cc1 | 2.8 |
| COc1cccc(CNC(=O)COC(=O)c2ccc(Cl)s2)c1 | 0.6 |
| CC1(NC(=O)/C=C/c2nc3ccccc3s2)CCS(=O)(=O)C1 (stereo not drawn) | 7.9 |
| Nc1c(Cl)cc(-c2cn(CCC(=O)O)c(-c3ccncc3)n2)cc1Cl | -5.6 |
| O=C(COc1ccc(Cl)cc1)OCC(=O)N1CCOCC1 | -2.5 |
| CCSc1nnc(NC(=O)c2ccc(F)c(S(=O)(=O)N3CCOCC3)c2)s1 | -6.9 |
| Cc1ccc(S(=O)(=O)c2nc(-c3ccccc3Cl)oc2N2CCN(C)CC2)cc1 | 9.6 |
| CCc1ccccc1NC(=O)CN(C)C(=O)c1cc(C2CC2)nn1-c1ccccc1 | 7.8 |
| Cc1ccc(C(=O)COC(=O)c2nc(Cl)ccc2Cl)cc1 | 1.3 |
| O=C1NC(Cc2ccccc2)c2nc3ccccc3c(=O)n2-c2cc(Cl)ccc21 (stereo not drawn) | 10.2 |
| CC1(c2ccccc2Cl)NC(=O)N(CC(=O)Nc2ccc(N3CCOCC3)cc2)C1=O (stereo not drawn) | 1.5 |
| COc1ccc(S(=O)(=O)N2CCOCC2)cc1NC(=O)COC(=O)c1oc2ccccc2c1C | -7.6 |
| CN(C)c1ccc(S(=O)(=O)N2CCC(Cc3ccccc3)CC2)cn1 | -8.7 |
| Cc1cccc(NC(=O)COC(=O)CCc2c[nH]c3ccccc23)c1 | 5.8 |
| Cc1noc(C)c1C(=O)Nc1sccc1C(N)=O | -1.9 |
| CCn1c(SC(C)C(=O)NCC2CCCO2)nc2ccccc21 (stereo not drawn) | -5.4 |
| Cc1cc(OCC(=O)OCC(=O)c2c(N)n(C)c(=O)n(C)c2=O)ccc1Cl | -4.7 |
| COc1ccc(Cl)cc1NC(=O)CN(C)C(=O)Cn1cnnn1 | 3.7 |
| CC(=O)c1cccc(NC(=O)c2cc(=O)[nH]c3ccc(S(=O)(=O)N4CCOCC4)cc23)c1 | 1.2 |
| CC1(NC(=O)c2cc(Cl)nc3ccccc23)CCS(=O)(=O)C1 (stereo not drawn) | -6.5 |
| CN(C(=O)CSc1nc2scc(-c3ccccc3)c2c(=O)[nH]1)c1ccccc1 | 2.9 |
| CCOc1ccc(C(=O)CCC(=O)NN2C(=O)NC3(CCCCC3)C2=O)cc1 | 1.2 |
| N#Cc1ccccc1COC(=O)CCN=C1NS(=O)(=O)c2ccccc21 | -2.3 |
| O=C(N=C1SC2CS(=O)(=O)CC2N1c1ccccc1)c1cccc([N+](=O)[O-])c1 (stereo not drawn) | -0.7 |
| COc1ccc([C@H]2CC(=O)C=C(c3cc(Cl)ccc3C)C2)cc1 | 5.4 |
| COc1ccc(Cl)cc1NC(=O)C(C)OC(=O)C1=NNC(=O)CC1 (stereo not drawn) | ? |
| Cc1ccc(C(=O)Nc2ccccc2N2CCOCC2)cc1S(=O)(=O)N1CCOCC1 | -1.3 |
| O=C(COc1ccc(-c2nnco2)cc1)Nc1cc([N+](=O)[O-])ccc1F | -6.8 |
| COCCN(CC(=O)Nc1cccc(C)c1C)C(=O)C1(c2ccccc2)CC1 | -10.7 |
| CCCCC1CCC(C(=O)N(C)CC(=O)Nc2cccc(OC)c2)CC1 (stereo not drawn) | 9.9 |
| N#CCC(=O)Nc1ccc(C(=O)OCC(=O)c2ccc3c(c2)NC(=O)CO3)cc1 | -4.5 |
| C=CC[C@H](CC(=O)N(CCO)Cc1ccccc1)C(=O)N[C@H](COC(=O)[C@@H](CC=C)CC(=O)OC(C)(C)C)Cc1c[nH]c2ccccc12 | ? |
| C=C1[C@@H](O)[C@@H]2O[C@]3(CC[C@H](/C=C/[C@@H](C)[C@@H]4CC(C)=CC5(O[C@H](C[C@@](C)(O)C(=O)OC)CC[C@H]5O)O4)O3)CC[C@H]2O[C@@H]1[C@@H](O)C[C@H](C)[C@H]1OC2(CCCCO2)CC[C@H]1C (stereo partly drawn) | 10.1 |
| COc1ccc(CC(=O)OCC(=O)NNC(=O)c2ccccc2)cc1 | 2.7 |
| O=C(COC(=O)c1cc(S(=O)(=O)N2CCCC2)ccc1O)Nc1ccccc1Br | 2.1 |
| CN(Cc1cccc(Cl)c1Cl)C(=O)c1cc(S(=O)(=O)N2CCOCC2)ccc1F | 1.9 |
| CC(C)(C)OC(=O)NCCCCCNC(=O)c1ncn(Cc2ccccc2)c1C(=O)NCCCCCNC(=O)OC(C)(C)C | 4.6 |
| COc1ccc(CCNC(=O)COC(=O)/C=C/c2ccc3c(c2)OCO3)cc1OC | -2.6 |

A portion of the library (hit frequency here may not be typical).
